Compound activity deposited in PubChem BioAssay by several laboratories.
BoNT A protease = BoNT/A light chain protease inhibitors, primary screen, biochemical, flow cytometry, MLPCN library; Botulinum neurotoxin type A light chain protease (Clostridium botulinum A str. ATCC 3502); multiplex microsphere protease substrate cleavage; AID 588499, 2011; inhibition, % at 10 µM; actives 0.17% (n = 360,000); further: plate controls were buffer without enzyme for full effect and enzyme alone for no effect
Anthrax LF inh2 = Bacillus anthracis LF protease inhibitors, primary screen, biochemical, multiplex microsphere, MLPCN library; inhibition, % at 10 µM; multiplex microsphere protease cleavage assay; actives 0.12% (n = 360,000); Lethal factor (Bacillus anthracis), P15917; further: plate controls were buffer without enzyme for full effect and enzyme alone for no effect
Target sequence (P15917 whole entry, looked up): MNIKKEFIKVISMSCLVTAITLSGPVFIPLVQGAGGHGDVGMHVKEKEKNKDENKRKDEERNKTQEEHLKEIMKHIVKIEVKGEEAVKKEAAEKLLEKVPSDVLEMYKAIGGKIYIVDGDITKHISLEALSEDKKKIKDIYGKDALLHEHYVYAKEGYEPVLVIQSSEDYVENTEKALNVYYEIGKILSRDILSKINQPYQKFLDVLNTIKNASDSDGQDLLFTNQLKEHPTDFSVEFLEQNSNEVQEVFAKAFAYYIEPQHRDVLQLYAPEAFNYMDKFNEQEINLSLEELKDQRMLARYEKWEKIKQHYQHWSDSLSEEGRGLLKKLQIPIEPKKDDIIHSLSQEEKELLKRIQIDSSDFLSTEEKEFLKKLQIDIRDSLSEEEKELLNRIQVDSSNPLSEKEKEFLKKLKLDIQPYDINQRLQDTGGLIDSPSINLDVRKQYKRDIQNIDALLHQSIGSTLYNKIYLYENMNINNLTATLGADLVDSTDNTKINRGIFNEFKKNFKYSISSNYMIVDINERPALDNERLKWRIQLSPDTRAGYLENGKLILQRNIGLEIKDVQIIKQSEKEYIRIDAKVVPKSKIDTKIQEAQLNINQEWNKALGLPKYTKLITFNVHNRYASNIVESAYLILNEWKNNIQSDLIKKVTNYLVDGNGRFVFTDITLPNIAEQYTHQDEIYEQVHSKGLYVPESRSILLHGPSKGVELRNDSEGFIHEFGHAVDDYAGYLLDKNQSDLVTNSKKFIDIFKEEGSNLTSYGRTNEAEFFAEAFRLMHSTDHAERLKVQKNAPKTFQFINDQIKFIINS
UGM FP inh = M. tuberculosis UGM enzyme inhibitors, primary screen, biochemical, fluorescence polarization, single point; inhibition, % at 10 µM; purified UGM, fluorescence polarization probe displacement; actives 0.06% (n = 320,000); in the data active means inhibition above about 10%, passing the limit was not always enough
FadD28 binding = inhibitors of FadD28 bisubstrate probe binding, primary screen, biochemical, fluorescence polarization, single point. AID 588549, 2011. Mycobacterium tuberculosis FadD28 fatty-acid-AMP ligase. inhibition, % at 12.5 µM. actives 0.22% (n = 360,000); in the data active means inhibition above about 8.5%, passing the limit was not always enough
BoNT-F LC inh = BoNT/F light chain protease inhibitors, primary screen, biochemical, flow cytometry, MLPCN library. Multiplex microsphere protease cleavage assay. inhibition, % at 10 µM. actives 0.22% (n = 360,000); in the data active means inhibition above about 35%, passing the limit was not always enough; further: plate controls were buffer without enzyme for full effect and enzyme alone for no effect
GDH-TPI counter = GDH-TPI coupling enzyme inhibitors, primary screen, artefact control for M. tuberculosis FBA inhibitor project, biochemical, absorbance, full deck; GDH-TPI coupled enzyme counterscreen, NADH absorbance; inhibition, % at 4.8 µM; actives 1.2% (n = 360,000); in the data active means inhibition above about 30%;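 further: 0% = DMSO wells and 100% = wells lacking the enzyme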
Mtb BioA inh = M. tuberculosis BioA enzyme inhibitors, primary screen, biochemical, plate reader, single point, HTS. inhibition, % at 9.99 µM. actives 0.096% (n = 360,000). purified M. tuberculosis BioA enzyme. 7,8-diaminopelargonic acid synthase BioA (Mycobacterium tuberculosis); in the data active means inhibition above about 40%
PfHsp40 rescue = rescue of yeast from PfHsp40 toxicity, primary screen, S. cerevisiae, ATP luminescence; S. cerevisiae expressing PfHsp40, growth rescue; growth rescue, % at 12.5 µM; actives 0.68% (n = 340,000); AID 504582, 2011; in the data active means growth rescue above about 28%, passing the limit was not always enough;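 further: yeast W303a lacking pdr1 and pdr3 grown in galactose medium; growth measured after three days at 30 °C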
FBA Mtb inh = Mtb FBA enzyme inhibitors, primary screen, biochemical, fluorescence, strain H37Rv | inhibition, % at 1 µM | actives 2.3% (n = 360,000) | purified M. tuberculosis FBA, fluorescence read-out | Fructose-bisphosphate aldolase (Mycobacterium tuberculosis (strain ATCC 25618 / H37Rv)), … | AID 588726, 2011; in the data active means inhibition above about 27%;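 further: 0% = vehicle and 100% = reference inhibitor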
The depositor's hits bear a star; x = no result given. Unless noted, no stated cut-off is given here; in the data, active means inhibition above about 30%; inconclusive means no clear call, values can overlap the other calls; inactive means below that.

1	Cc1ccc(OCC(=O)NNC(=O)C(=O)N2CCCC2)c(C)c1
2	COc1ccc(NC(=O)CN2CCN(S(=O)(=O)c3ccc(F)cc3)CC2)cc1Cl
3	Cc1cc(C)c2cc(C(=O)N3CCN(c4ncccc4C(F)(F)F)CC3)[nH]c2c1
4	Cc1cc(C)c(C(=O)Nc2ccc(Br)c(C(F)(F)F)c2)c(C)c1
5	CCS(=O)(=O)N1CCC(C(=O)N2CCN(Cc3ccccc3)CC2)CC1
6	O=[N+]([O-])c1ccc(Cl)c(CN2CCSCC2)c1
7	CCOC(=O)c1ccc(N2C(=O)c3n[nH]c(-c4ccco4)c3C2c2cccc([N+](=O)[O-])c2)cc1 (configuration not stated)
8	CCN(CC(=O)Nc1c(F)cccc1F)C(=O)c1ccc(S(=O)(=O)N2CCCCCC2)cc1
9	O=c1[nH]c(/C=C\c2ccc(O)cc2)nc(O)c1[N+](=O)[O-]
10	COC(=O)c1ccc2c(=O)[nH]c(COC(=O)c3cccc(S(=O)(=O)N4CCOCC4)c3)nc2c1

entry no.	1	2	3	4	5	6	7	8	9	10
BoNT A protease	0.8	0.0	2.9	0.6	1.6	-0.4	-1.2	x	0.3	3.8
Anthrax LF inh2	-1	-2	7	-1	5	0	-6	x	6	3
UGM FP inh	0.1	-1.2	0.4	4.9	0.0	-2.2	-1.2	x	4.2	-1.5
FadD28 binding	-1.8	-1.0	-2.0	-3.4	1.2	-3.0	-8.6	-1.0	-0.3	-1.4
BoNT-F LC inh	1	-6	0	-1	6	1	-10	x	-1	8
GDH-TPI counter	1	-7	6	3	7	-5	5	11	41*	8
Mtb BioA inh	x	1.5	-1.4	x	x	-0.5	0.4	0.1	-1.1	-2.4
PfHsp40 rescue	0.1	-0.2	1.4	1.3	-0.1	2.2	6.6	0.3	0.2	1.1
FBA Mtb inh	0	4	0	0	2	1	1	-1	-10	1

By substructure: those above with four or more nitrogen atoms.
3	Cc1cc(C)c2cc(C(=O)N3CCN(c4ncccc4C(F)(F)F)CC3)[nH]c2c1
7	CCOC(=O)c1ccc(N2C(=O)c3n[nH]c(-c4ccco4)c3C2c2cccc([N+](=O)[O-])c2)cc1 (configuration not stated)

entry no.	3	7
BoNT A protease	2.9	-1.2
Anthrax LF inh2	7	-6
UGM FP inh	0.4	-1.2
FadD28 binding	-2.0	-8.6
BoNT-F LC inh	0	-10
GDH-TPI counter	6	5
Mtb BioA inh	-1.4	0.4
PfHsp40 rescue	1.4	6.6
FBA Mtb inh	0	1

Next part.
11	Oc1ccccc1/C=N/[n+]1ccccc1
12	CCCNC(=O)c1cn(CC)c2cc(N3CCN(C)CC3)c(F)cc2c1=O
13	N#Cc1ccc(S(=O)(=O)N2CCN(Cc3cccs3)CC2)cc1
14	O=C(NC1(C(F)(F)F)NC(=O)N(c2ccc(F)cc2)C1=O)c1ccncc1 (configuration not stated)
15	O=C(O)C(Cc1ccccc1[N+](=O)[O-])N1C(=O)c2ccccc2C1=O (configuration not stated)
16	CC(OC(=O)C1CCN(S(=O)(=O)c2ccc(C(C)(C)C)cc2)CC1)C(=O)N(C)C1CCCCC1 (configuration not stated)
17	O=C(c1ccccc1C(=O)N1CCN(c2ccc(F)cc2)CC1)N1CCN(c2ccc(F)cc2)CC1
18	O=C(NCc1ccc(Cl)cc1)c1ccc(CS(=O)Cc2cccc(Cl)c2)o1 (configuration not stated)
19	CC(C)n1cc(-c2nc(C(=O)NN)cs2)c(=O)n(Cc2ccccc2)c1=O
20	CCCCCc1nnc(NC(=O)C2=COCCO2)s1

entry no.	11	12	13	14	15	16	17	18	19	20
BoNT A protease	-0.2	-0.3	-0.2	-0.1	-0.2	-0.8	-0.8	1.1	0.7	1.9
Anthrax LF inh2	3	0	-3	4	1	-4	8	-1	-1	0
UGM FP inh	-1.3	-1.6	-3.3	1.7	x	x	3.0	0.1	2.1	-2.2
FadD28 binding	-1.9	0.5	-2.6	-4.1	-1.3	-1.5	3.0	-10	-1.9	-0.4
BoNT-F LC inh	0	-16	-1	3	-6	3	4	1	-3	2
GDH-TPI counter	7	15	6	6	3	17	0	-1	7	2
Mtb BioA inh	-1.2	-2.4	-0.6	-0.1	-0.1	-3.4	3.2	5.7	x	2.4
PfHsp40 rescue	-1.4	1.4	-0.2	-1.4	-2.0	1.2	1.0	-0.2	0.2	1.3
FBA Mtb inh	-2	25	-2	3	-2	4	1	-7	2	-2

Structures listed so far with a furan ring, fused or not:
7	CCOC(=O)c1ccc(N2C(=O)c3n[nH]c(-c4ccco4)c3C2c2cccc([N+](=O)[O-])c2)cc1 (configuration not stated)
18	O=C(NCc1ccc(Cl)cc1)c1ccc(CS(=O)Cc2cccc(Cl)c2)o1 (configuration not stated)

entry no.	7	18
BoNT A protease	-1.2	1.1
Anthrax LF inh2	-6	-1
UGM FP inh	-1.2	0.1
FadD28 binding	-8.6	-10
BoNT-F LC inh	-10	1
GDH-TPI counter	5	-1
Mtb BioA inh	0.4	5.7
PfHsp40 rescue	6.6	-0.2
FBA Mtb inh	1	-7

Additional compounds.
21	O=C1CCc2cc(NS(=O)(=O)c3ccc([N+](=O)[O-])cc3)cc3c2N1CC3
22	CCOC(=O)CNS(=O)(=O)c1c(C)noc1C
23	CCOC(=O)CSc1nc2sc3c(c2c(=O)n1C1CCCCC1)CCN(C)C3
24	CCCCc1cc(=O)oc2c(C)c(OCC(=O)NCC3CCC(C(=O)O)CC3)ccc12 (configuration not stated)
25	O=C(NCCC1=CCCCC1)c1cccc2c1C(=O)N(C1CCCCC1)C2
26	CCOC(=O)c1[nH]c2ccccc2c1NC(=O)C1CCCC1

entry no.	21	22	23	24	25	26
BoNT A protease	-2.1	-0.5	74*	0.0	-0.9	-0.9
Anthrax LF inh2	-4	0	49*	-4	-1	-7
UGM FP inh	x	-0.8	0.8	-0.7	-1.2	4.0
FadD28 binding	0.5	-0.7	-3.8	-3.5	0.5	-5.0
BoNT-F LC inh	1	-8	15	4	-3	-12
GDH-TPI counter	7	8	39*	15	5	5
Mtb BioA inh	x	-0.4	3.9	0.5	x	-0.5
PfHsp40 rescue	-0.9	1.0	6.9	0.1	-0.2	-0.4
FBA Mtb inh	6	1	20	21	5	7

Compound profiles, from the list above. Order of screens: BoNT A protease, Anthrax LF inh2, UGM FP inh, FadD28 binding, BoNT-F LC inh, GDH-TPI counter, Mtb BioA inh, PfHsp40 rescue, FBA Mtb inh
Listed for CCOC(=O)CSc1nc2sc3c(c2c(=O)n1C1CCCCC1)CCN(C)C3 → 74*, 49*, 0.8, -3.8, 15, 39*, 3.9, 6.9, 20
Listed for CCOC(=O)c1[nH]c2ccccc2c1NC(=O)C1CCCC1 → -0.9, -7, 4.0, -5.0, -12, 5, -0.5, -0.4, 7
